Screens as filed in PubChem.
MEKK2 mut-MEK5: MEK5 binding signal on mutant MEKK2 PB1, primary screen, biochemical, multiplex bead flow cytometry, Alexa488-MEK5; Alexa488-MEK5 binding to MEKK2 mutant; AID 1530, 2009; 290,000 tested, 0.35% active; percent response, % at 10 µM; in the data active means percent response above about 24%, passing the limit was not always enough; further: inactives centre near 1; some results filed as inactive read as strong as hits; reference of the scale not given here
OXTR ag: human OXTR agonists, primary screen, fluorescence, CHO-OTR cells, Fluo-8 calcium. Oxytocin receptor (Homo sapiens), P30559. activation, % at 3 µM. Fluo-8 calcium fluorescence; normalized: DMSO 0%, oxytocin 100%. 320,000 tested, 0.32% active;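 active means activation above the mean of all tested compounds plus 3 SD, cutoff set per screening run, cut at about 20% in these data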;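 further: peak over basal fluorescence ratio from a 100 s FLIPR kinetic read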
MEKK2 WT-MEK5: modulators of MEK5 binding to wildtype MEKK2, primary screen, biochemical, multiplex bead flow cytometry, Alexa488-MEK5. Mitogen-activated protein kinase kinase kinase 2 (Homo sapiens), Q9Y2U5. Alexa488-MEK5 binding to MEKK2 WT; actives lie on both sides. binding response (% of control), % at 10 µM. 290,000 tested, 1.1% active; in the data active means binding response below about 67% or above about 130%
FID counter: compounds displacing fluorescent DNA intercalator, primary screen, artefact control for HCV NS3 helicase inhibitor project, biochemical, FID fluorescence; 290,000 tested, 0.17% active; inhibition, % at 7.9 µM; AID 1845, 2009; DNA fluorescent intercalator displacement; in the data active means inhibition above about 37%;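 further: 0% = vehicle and 100% = reference compound; higher means more ethidium bromide displaced from hairpin DNA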
M18AAP inhibitor: PfM18AAP inhibitors, malaria aminopeptidase, primary screen, biochemical, QFRET, recombinant enzyme; inhibition, % at 7.35 µM; H-Glu-NHMec fluorogenic cleavage; 290,000 tested, 1.2% active;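 active means inhibition above the campaign mean inhibition over all tested compounds plus 3 SD, cut at about 28% in these data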;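 further: 0% = plate median of test compound wells and 100% = 2 mM ZnCl2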
PHOSPHO1 block: PubChem AID 1565; recombinant PHOSPHO1, absorbance phosphatase assay; 290,000 tested, 1.1% active; Phosphoethanolamine/phosphocholine phosphatase (Homo sapiens), Q8TCT1; inhibition, % at 13.3 µM; in the data active means inhibition above about 60%
Target sequence (Q8TCT1 whole entry, looked up): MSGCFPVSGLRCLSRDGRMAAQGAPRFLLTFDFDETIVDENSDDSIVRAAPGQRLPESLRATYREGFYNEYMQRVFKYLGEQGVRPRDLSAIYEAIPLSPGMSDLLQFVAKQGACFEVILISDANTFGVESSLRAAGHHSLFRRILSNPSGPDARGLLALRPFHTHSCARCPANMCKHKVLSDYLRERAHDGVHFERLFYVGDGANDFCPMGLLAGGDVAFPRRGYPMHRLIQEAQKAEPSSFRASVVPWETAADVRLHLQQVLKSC
GPR7 antagonist: GPR7 receptor antagonists, primary screen, cell-based, fluorescence, single concentration; inhibition, % at 4.4 µM; AID 1861, 2009; 290,000 tested, 1.1% active; Neuropeptides B/W receptor type 1 (Homo sapiens), P48145; GPR7-expressing cells, fluorescence antagonist assay; in the data active means inhibition above about 16%, passing the limit was not always enough;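 further: cells stimulated with the agonist NPW; 0% = agonist with vehicle and 100% = vehicle without agonist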
MEKK3 PB1 HTS: modulators of MEKK3-MEK5 PB1 binding, primary screen, biochemical, wildtype MEKK3, multiplex bead flow cytometry, Alexa488-MEK5; 290,000 tested, 1.4% active; bead-based flow cytometry, Alexa488-MEK5 binding to MEKK3; actives lie on both sides; 0 = blocked by unlabeled MEK5, 100 = vehicle; binding response (% of control), % at 10 µM; AID 1529, 2009; Mitogen-activated protein kinase kinase kinase 3 (Homo sapiens), Q99759;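 active means binding response more than 3 SD above or below the average of its plate-row segment, actives on both sides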;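 further: Alexa488 bead fluorescence after subtracting the streptavidin-only scavenger bead signal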
Target sequence (Q99759 whole entry, looked up): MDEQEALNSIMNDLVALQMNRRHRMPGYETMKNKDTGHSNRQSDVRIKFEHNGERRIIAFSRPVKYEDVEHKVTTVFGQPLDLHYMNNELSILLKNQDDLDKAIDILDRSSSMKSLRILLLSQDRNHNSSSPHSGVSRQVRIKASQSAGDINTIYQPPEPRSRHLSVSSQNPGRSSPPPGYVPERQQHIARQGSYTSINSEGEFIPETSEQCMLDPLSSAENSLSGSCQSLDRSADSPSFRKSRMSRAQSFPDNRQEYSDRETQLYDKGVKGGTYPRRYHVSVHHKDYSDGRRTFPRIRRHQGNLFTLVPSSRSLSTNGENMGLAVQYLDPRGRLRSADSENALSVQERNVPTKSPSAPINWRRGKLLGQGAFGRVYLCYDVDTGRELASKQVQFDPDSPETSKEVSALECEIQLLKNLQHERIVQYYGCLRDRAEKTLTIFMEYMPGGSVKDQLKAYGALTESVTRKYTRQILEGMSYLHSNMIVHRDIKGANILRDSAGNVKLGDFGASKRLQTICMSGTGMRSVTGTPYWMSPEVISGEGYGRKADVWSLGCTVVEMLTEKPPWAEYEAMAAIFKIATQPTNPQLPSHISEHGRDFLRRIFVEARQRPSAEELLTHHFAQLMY
NALP1 yeast inh: NALP1 inflammasome inhibitors in reconstituted yeast, colorimetric, S. cerevisiae, triplicate retest. S. cerevisiae NALP1/ASC/caspase-1 growth, X-gal OD620, 72 h. inhibition, % at 10 µM. 280,000 tested, 0.61% active. AID 2071, 2009; in the data active means inhibition mostly above about 24%, no sharp cut-off; inactive means mostly below about 32%; further: some compounds called inactive have numbers as strong as hits
Numbers without * were called inactive; . = not tested or not shown; & = joins results of further samples.

(1) O=C(CNCc1ccco1)Nc1ccc(N2CCCCCC2)cc1
(2) COC(=O)c1cc(OC)c(OC)cc1NC(=O)c1cccc(OC)c1OC
(3) O=C(Nc1ncccc1Cl)C(Sc1ccccc1)c1ccccc1 (stereo not given)
(4) COc1ccc(-n2nc(C(=O)NCCCN3CCOCC3)c3ccccc3c2=O)c(OC)c1
(5) Cc1ccc(N(CC(=O)NCc2ccc(F)cc2)C(=O)c2csnn2)cc1C
(6) O=C(CSc1nnnn1-c1ccc(O)cc1)Nc1cccc(S(=O)(=O)N2CCCC2)c1
(7) Cc1sc(NC(=O)CSc2nnnn2C2CCCC2)c(C#N)c1C
(8) COC(=O)c1sc(NC(=O)CC(C)C)c(C(=O)OC)c1C

Compound	1	2	3	4	5	6	7	8
MEKK2 mut-MEK5	-1	-3	1	3	0	-16	2	-6
OXTR ag	1.2	-2.1	-2.2	0.3	-1.6	7.8	0.0	-1.6
MEKK2 WT-MEK5	104	99	103	101	114	86	104	95
FID counter	8	-27	-16	-3	-14	-7	3	-7
M18AAP inhibitor	5	-7	-1	1	-16	4	-7	-20
PHOSPHO1 block	13	21	0	28	32	4	2	-2
GPR7 antagonist	2	-14	-9	-19	-1	11	2	1
MEKK3 PB1 HTS	96	92	106	106	127	84	105	98
NALP1 yeast inh	17	1	-6	1	-26	7	22	6

(9) CS(=O)(=O)N(CC(=O)NCc1ccncc1)c1ccc(Cl)c(Cl)c1
(10) CCC(=O)OCC(=O)Nc1ccc2c(c1)OCO2
(11) S=C(NCCc1c[nH]c2ccccc12)NC1CCCC1
(12) CCOC(=O)c1ccc(NC(=O)Nc2ccc3c(c2)OCCO3)cc1
(13) O=c1c2ccccc2nc(-c2ccco2)n1CCc1ccc(O)cc1
(14) COc1ccccc1NC(=O)C(C)NS(=O)(=O)c1ccc(F)cc1 (stereo not given)
(15) O=c1c2ccccc2nc2c3ccccc3c3nncn3n12
(16) Clc1ccc(-n2nnc(-c3cccnc3Cl)n2)cc1Cl

Compound	9	10	11	12	13	14	15	16
MEKK2 mut-MEK5	0	.	-8	0	8	-6	1	4
OXTR ag	-0.8	0.2	0.1	8.3	3.2	-1.2	.	0.1
MEKK2 WT-MEK5	101	.	95	112	103	93	104	100
FID counter	-4	1	-4	-2	-13	-1	0	1
M18AAP inhibitor	-10	-7	-10	1	-5	2	-5	3
PHOSPHO1 block	0	49	38	5	19	6	5	35
GPR7 antagonist	-13	-8	-6	-6	-12	-7	-10	-3
MEKK3 PB1 HTS	98	.	105	106	105	91	98	86
NALP1 yeast inh	6	12	6	-79	9	6	-13	-7

(17) CCCCNc1c([N+](=O)[O-])ncn1C
(18) Cc1cc(Cl)c2oc(C(=O)N(CCO)Cc3ccccc3)c(C)c2c1
(19) CCOc1cc(Br)ccc1S(=O)(=O)NCc1ccccc1
(20) O=C(CSc1n[nH]c(-c2ccccc2)n1)Nc1ccc(Br)cn1
(21) CC(=O)c1ccc(Oc2cnccn2)cc1
(22) Cc1ccc(S(=O)(=O)Nc2ccc(N(C)S(=O)(=O)c3ccc(C)cc3)cc2)cc1
(23) CC(=O)Nc1ccc(C(=O)N/N=C/c2cc(Br)cc(Br)c2O)cc1
(24) Cc1nn(Cc2ccc(C(=O)Nc3nc4c(C)cccc4s3)o2)c(C)c1Br

Compound	17	18	19	20	21	22	23	24
MEKK2 mut-MEK5	-9	8	.	2	-2	-3	-7	-2
OXTR ag	0.3	-0.3	-1.9	-1.3	0.3	4.5	-0.4	-0.2
MEKK2 WT-MEK5	98	104	.	99	101	96	88	100
FID counter	-3	-32	-10	-8	2	-20	0	-5
M18AAP inhibitor	4	2	-4	-3	-5	0	4	-2
PHOSPHO1 block	12	26	-11	-7	-1	20	58	23
GPR7 antagonist	-7	-18	19	13	-9	-7	5	-7
MEKK3 PB1 HTS	92	101	.	103	96	100	97	101
NALP1 yeast inh	-5	6	9	14	15	8	-2	6

(25) Cc1cc(NC(=O)CSc2nc3ccccc3[nH]2)n(-c2ccccc2)n1
(26) CCOc1ccc(C(=O)N2CCN(Cc3ccccc3)CC2)cc1
(27) CCOc1nc(Nc2ccc(OC)cc2OC)nc(OCC)n1
(28) Cc1ccc2nc(Nc3ccc(C)c(C)c3)c3nncn3c2c1
(29) O=C(Nc1ccc(Cl)cn1)c1ccc(Br)c(S(=O)(=O)N2CCCCC2)c1
(30) CC1CCN(C(=O)CCC(=O)N2CC(C)Oc3ccccc32)CC1 (stereo not given)
(31) CCOc1ccc(/C=C2\SC(=O)N(CCNC(=O)C3COc4ccccc4O3)C2=O)cc1OC (stereo not given)
(32) COc1cc(C2Nc3ccc4ncccc4c3C3=C2C(=O)CCC3)cc(OC)c1OC (stereo not given)

Compound	25	26	27	28	29	30	31	32
MEKK2 mut-MEK5	-2	-9	-1	-3	4	2	0	-9
OXTR ag	-0.3	0.6	-1.7	-0.7	-0.1	-1.3	6.6	-0.6
MEKK2 WT-MEK5	94	91	103	97	99	102	102	89
FID counter	-12	-16	-24	-10	16	-20	-10	-10
M18AAP inhibitor	-3	-5	4	-6	-12	1	-2	4
PHOSPHO1 block	42	1	.	47	6	-11	-47	21
GPR7 antagonist	-6	-10	-13	0	5	1	-16	1
MEKK3 PB1 HTS	94	86	103	100	97	101	100	94
NALP1 yeast inh	4	8	.	21	13	21	3	0

(33) O=C(/C=C/c1ccccc1)N(c1ccccn1)C1CCCCC1
(34) COc1ccc(N(Cc2cc(=O)[nH]c3ccccc23)C(=O)CCl)cc1
(35) O=C(CC1Nc2ccccc2NC1=O)Nc1ccc2c(c1)OCO2 (stereo not given)
(36) CCc1nn(CCCN2CCN(c3cccc(Cl)c3)CC2)c(=O)n1CCOc1ccccc1
(37) O=C(c1nc(-c2ccccc2)n(-c2ccccc2)n1)N1CCN(S(=O)(=O)c2ccccc2)CC1
(38) c1ccc2c(c1)CCN2CCN1CCc2ccccc21
(39) O=C(O)C1CCCN1C(=O)Oc1ccccc1 (stereo not given)
(40) COC(=O)c1ccc(C2NCCc3cc(OC)c(OC)cc32)cc1 (stereo not given)

Compound	33	34	35	36	37	38	39	40
MEKK2 mut-MEK5	2	0	-1	2&9&9	2	2	6	7
OXTR ag	-1.9	0.4	-2.5	9.8&8.9	0.3	-1.2	0.5	0.5
MEKK2 WT-MEK5	100	103	92	115&109&112	102	99	103	103
FID counter	-19	-10	17	4&5	-8	0	2	-8
M18AAP inhibitor	-10	2	26	8&8	-9	4	-3	0
PHOSPHO1 block	4	-2	28	15&16	-48	26	-3	-4
GPR7 antagonist	-2	-5	-5	10&2	8	-1	-2	2
MEKK3 PB1 HTS	97	105	90	103&101&108	108	98	106	102
NALP1 yeast inh	36	21	6	11&14	23	-1	-3	14

(41) COc1ccc(C(=O)N2CCN(CCNC(=O)C(=O)Nc3ccc(Br)cc3)CC2)cc1
(42) O=C(C1CCN(S(=O)(=O)c2ccc3ccccc3c2)CC1)N1CCN(c2ncccn2)CC1
(43) CCCCNC(=O)C1CCC(CNS(=O)(=O)c2ccc(C)cc2)CC1 (stereo not given)
(44) COC(=O)n1c(=O)oc2ccc(S(=O)(=O)N3CCCCC3)cc21
(45) CC(C)OC(=O)NC(Nc1ccccc1C(=O)O)(C(F)(F)F)C(F)(F)F
(46) COc1ccc(C2=NN(C(=O)CCC(=O)O)C(c3ccc(Br)cc3)C2)cc1 (stereo not given)
(47) Cc1ccc(CNC(=O)c2cccnc2Sc2cccc(Cl)c2)cc1
(48) CN(C)c1ccc(/C=N/NC(=O)c2ccccc2Cl)cc1

Compound	41	42	43	44	45	46	47	48
MEKK2 mut-MEK5	0	2	-1	1	29	2	1	-1
OXTR ag	-0.4	-0.2	-1.9	0.1	-1.2	1.2	19	-1.4
MEKK2 WT-MEK5	102	105	103	102	134	102	99	93
FID counter	-18	-46	-22	-3	0	-29	-6	-1
M18AAP inhibitor	-3	4	-3	5	-3	1	-8	4
PHOSPHO1 block	31	3	27	23	36	19	-10	-5
GPR7 antagonist	-8	-1	4	0	-14	-1	0	5
MEKK3 PB1 HTS	103	101	102	103	132*	102	99	93
NALP1 yeast inh	17	13	-14	0	7	6	10	34

Reformatted with two lines to a compound: 2 of the compounds above
Below each SMILES: MEKK2 mut-MEK5 | OXTR ag | MEKK2 WT-MEK5 | FID counter | M18AAP inhibitor | PHOSPHO1 block | GPR7 antagonist | MEKK3 PB1 HTS | NALP1 yeast inh
41: COc1ccc(C(=O)N2CCN(CCNC(=O)C(=O)Nc3ccc(Br)cc3)CC2)cc1
  0 | -0.4 | 102 | -18 | -3 | 31 | -8 | 103 | 17
42: O=C(C1CCN(S(=O)(=O)c2ccc3ccccc3c2)CC1)N1CCN(c2ncccn2)CC1
  2 | -0.2 | 105 | -46 | 4 | 3 | -1 | 101 | 13

Profiles from above. Screens in order: MEKK2 mut-MEK5, OXTR ag, MEKK2 WT-MEK5, FID counter, M18AAP inhibitor, PHOSPHO1 block, GPR7 antagonist, MEKK3 PB1 HTS, NALP1 yeast inh
Record of Cc1ccc(CNC(=O)c2cccnc2Sc2cccc(Cl)c2)cc1 : 1, 19, 99, -6, -8, -10, 0, 99, 10
Record of CN(C)c1ccc(/C=N/NC(=O)c2ccccc2Cl)cc1 : -1, -1.4, 93, -1, 4, -5, 5, 93, 34
Record of COc1ccc(C(=O)N2CCN(CCNC(=O)C(=O)Nc3ccc(Br)cc3)CC2)cc1 : 0, -0.4, 102, -18, -3, 31, -8, 103, 17
Record of CC(C)OC(=O)NC(Nc1ccccc1C(=O)O)(C(F)(F)F)C(F)(F)F : 29, -1.2, 134, 0, -3, 36, -14, 132*, 7
Record of CCCCNC(=O)C1CCC(CNS(=O)(=O)c2ccc(C)cc2)CC1 (stereo not given) : -1, -1.9, 103, -22, -3, 27, 4, 102, -14

More structures follow:
(49) Cc1cc(=O)n2c3ccccc3n(CC(O)CN3CCOCC3)c2c1C#N (stereo not given)
(50) CCOC(=O)C1=C(C(F)(F)F)Nc2ncnn2C1c1cc(OC)c(OC)cc1OC (stereo not given)
(51) NS(=O)(=O)c1ccc(CNC(=O)c2cc(-c3ccccn3)nc3ccc(Cl)cc23)cc1
(52) CC(C)(C)NS(=O)(=O)c1ccc2nc(NC(=O)c3ccc(N4C(=O)CCC4=O)cc3)sc2c1
(53) Cc1ccc(S(=O)(=O)N2CCCC(c3nc4c(nnn4Cc4ccc5c(c4)OCCO5)c(=O)[nH]3)C2)cc1 (stereo not given)
(54) COc1ccc(C(=O)NC(C)CCCC(C)(C)O)cc1OC1CCN(C(C)=O)CC1 (stereo not given)
(55) Fc1ccccc1Sc1ccccc1CNC1=NCCN1
(56) N#CC1=C(S)N=C(N)C(c2nc(-c3ccccc3)cs2)C12CCCCC2 (stereo not given)
(57) CCCCNc1ccc(S(=O)(=O)c2cccc([N+](=O)[O-])c2)cc1[N+](=O)[O-]

Compound	49	50	51	52	53	54	55	56	57
MEKK2 mut-MEK5	-3	-1	8	-4	3	1	-4	.	-2
OXTR ag	-1.1	0.0	-1.0	9.1	0.3	.	-1.7	0.2	-0.6
MEKK2 WT-MEK5	91	103	102	99	99	107	97	.	97
FID counter	-3	34	-6	-4	-42	-20	10	-11	-3
M18AAP inhibitor	-8	-1	5	7	0	-3	-12	3	1
PHOSPHO1 block	16	7	-15	-50	-4	14	28	64*	8
GPR7 antagonist	-10	-5	-11	5	-18	-5	-2	-1	-1
MEKK3 PB1 HTS	96	106	99	97	100	106	87	.	94
NALP1 yeast inh	15	14	4	-8	19	0	42	28	36
